Compound activity deposited in PubChem by ICCB-Longwood Screening Facility, Harvard Medical School.
Polio RdRp inh: poliovirus RNA polymerase inhibition. AID 588519. P03300. 0.66% of 150,000 active. poliovirus polymerase elongation, fluorescence polarization; stronger effect = lower value. % elongation, % (compound at 16.7 µg/mL); in the data active = % elongation below about 90%; note: some results filed as inactive read as strong as hits
Target sequence (P03300 1749-2209 limits assumed): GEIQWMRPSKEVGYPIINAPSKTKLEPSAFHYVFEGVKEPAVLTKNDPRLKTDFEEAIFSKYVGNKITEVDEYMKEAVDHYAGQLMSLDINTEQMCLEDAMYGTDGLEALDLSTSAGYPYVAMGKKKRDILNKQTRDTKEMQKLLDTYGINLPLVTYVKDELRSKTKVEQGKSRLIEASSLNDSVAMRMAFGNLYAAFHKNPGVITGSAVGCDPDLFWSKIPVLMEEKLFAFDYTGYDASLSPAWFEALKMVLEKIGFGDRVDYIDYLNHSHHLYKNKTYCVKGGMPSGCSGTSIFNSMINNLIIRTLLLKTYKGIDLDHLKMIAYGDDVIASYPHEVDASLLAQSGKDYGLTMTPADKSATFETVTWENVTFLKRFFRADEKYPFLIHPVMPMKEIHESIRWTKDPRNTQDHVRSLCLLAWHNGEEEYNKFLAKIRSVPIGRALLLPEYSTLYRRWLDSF
Polio RdRp inh FP z-score: also measured in Polio RdRp inh; calls as there; z-score; measured here: FP z-score; hits read low
* hit, by the source's call.

SMILES | Polio RdRp inh | Polio RdRp inh FP z-score
O=C(Oc1ccc2ccccc2c1)c1ccccc1Cl | 102.0 | 0
Cc1ccc2c(c1)cc1c(=O)n(CC(=O)NC3CCCCC3)nc(C)n12 | 110.0 | 1.1
Cc1ccc(-n2nc3c(N4CCC(C(=O)NC(C)C)CC4)nnc(C)c3c2C)cc1 | 112.0 | 1.2
O=C(Nc1ccccc1F)c1nc(S(=O)(=O)Cc2ccccc2F)ncc1Cl | 107.0 | -0.1
COC(=O)c1c(N)n(-c2ccc(C)c(C)c2)c2nc3ccccc3nc12 | 102.0 | 0
Cc1ccccc1CN1CCc2nc(Nc3ccc4c(c3)OCCO4)ncc2C1 | 112.0 | 1
O=C(CC(Cc1ccccc1)C(=O)O)Nc1cccc(C(F)(F)F)c1 (configuration not stated) | 102.0 | 0
c1ccc2c(c1)nc(N1CCCC1)n2CCN1CCCCC1 | 107.0 | 0.4
CCn1c(SCC(=O)c2cc(C)n(CC3CCCO3)c2C)nnc1-c1ccccc1 (configuration not stated) | 104.0 | 0.3
Cc1sc2c(c1C)CSCC2=O | 99.0 | -1.5
O=C(NCCN1Cc2ccccc2C1=O)c1ccc(Cl)cc1 | 104.0 | 1.2
NC(=O)c1ccccc1N=Cc1ccc(Br)s1 | 103.0 | 0.2
COc1cc(OC)cc([C@@H]2[C@@H](C(C)(C)C)C(C#N)(C#N)[C@H]3c4ccccc4C=CN23)c1 | 105.0 | 0.4
CCOC(=O)Nc1ccc2c(c1)N(C(=O)CCN(CC)CC)c1ccccc1S2=O (configuration not stated) | 101.0 | 0
CC(NC(=O)C(Cc1ccccc1)n1cccc1)c1ccccc1 (configuration not stated) | 100.0 | -1.1
CCOc1ccc(N2CC(c3nc4ccccc4n3CCCOc3ccccc3)CC2=O)cc1 (configuration not stated) | 112.0 | 1.2
COC(=O)c1ccc([C@H]2Nc3ccc(S(=O)(=O)Nc4ccc(F)cc4)cc3[C@H]3C=CC[C@H]32)cc1 | 119.0 | 1.3
Cc1nc2cc(-c3cccc(F)c3)nn2c(C)c1CCC(=O)NCCc1ccccc1 | 106.0 | -0.4
CCN(CC(=O)Nc1ccc2c(c1)OCCO2)C(=O)c1ccc(CS(C)(=O)=O)cc1 | 107.0 | 0.7
O=C(COc1ccccc1Cl)Nc1ccc(Cl)c(-c2nc3ccccc3o2)c1 | 106.0 | 0.5
CCCCC(=O)Nc1sc2c(c1C#N)CCCC2 | 92.0 | -1.4
O=C1CN(C(=O)c2ccco2)c2ccccc2N1 | 100.0 | -0.7
O=C(Cn1ncc2ccccc21)N1CCN(c2ccccc2)CC1 | 103.0 | 0.1
Cc1ccc(CNC(=O)CCCCCn2c(=O)c3sccc3n(CC(=O)Nc3c(C)cc(C)cc3C)c2=O)cc1 | 105.0 | -0.1
COc1ccc(NC(=O)CCc2c(C)nc3c(-c4ccc(F)cc4)c(C)nn3c2C)c(OC)c1 | 106.0 | 0.2

Looked up above:
Polio RdRp inh result of `Cc1nc2cc(-c3cccc(F)c3)nn2c(C)c1CCC(=O)NCCc1ccccc1` reads 106.0
Polio RdRp inh FP z-score result of `Cc1ccc(-n2nc3c(N4CCC(C(=O)NC(C)C)CC4)nnc(C)c3c2C)cc1` reads 1.2
Polio RdRp inh result of `Cc1sc2c(c1C)CSCC2=O` reads 99.0

More records
SMILES | Polio RdRp inh | Polio RdRp inh FP z-score
COc1ccccc1N1CCN(C(=S)Nc2ccc(S(=O)(=O)N3CCOCC3)cc2)CC1 | 99.0 | -0.2
CC(OC(=O)c1ccc2c(=O)n3c(nc2c1)CCCCC3)C(=O)N1CCCc2ccccc21 (configuration not stated) | 100.0 | 0
CC(C)Nc1nnc(SCc2cc(=O)n3ccsc3n2)s1 | 95.0 | -1
CCOc1ccc2nc(N3CCCC(C(=O)NC)C3)sc2c1 (configuration not stated) | 101.0 | -0.9
CC1(C)C(C(=O)Nc2nccs2)C1(C)C | 100.0 | 0
Cc1ccc(Nc2nc(N)nc(N)c2S(=O)(=O)c2ccccc2)cc1 | 108.0 | 0.9
O=C(NCCSCc1ccc2nonc2c1)c1ccc(Cl)cc1Cl | 104.0 | 0.5
CCC(C)NC(=O)c1ccc(CNS(=O)(=O)c2ccc3c(c2)C(C)(C)C(=O)N3C)cc1 (configuration not stated) | 112.0 | -0.4
CN(C1CCCCC1)S(=O)(=O)c1ccc(CCN2C(=O)c3cccnc3C2=O)cc1 | 101.0 | -0.3
CCc1cccc(C)c1Nc1c(-c2ccc(F)cc2)nc2sccn12 | 108.0 | 0.6
CCOc1ccc(C(=O)Nc2ccc(S(=O)(=O)N(Cc3ccccc3)c3ccccc3)cc2)cc1 | 107.0 | 0
CCN(CC(=O)Nc1ccc2c(c1)OCCO2)CC(=O)Nc1sccc1C#N | 101.0 | -0.3
CCCn1c2ccccc2c2cnn(CC(=O)Nc3ccccc3)c(=O)c21 | 103.0 | 0.2
CC(C)C1Oc2cc3oc(=O)ccc3cc2/C1=N\NC(N)=S (configuration not stated) | 104.0 | 0.4
Cc1cc(=O)[nH]c(C(C)C)n1 | 104.0 | 0.5
CCC(C(=O)N1CCN(C(=O)c2ccco2)CC1)n1nc(C)c2sc3ccccc3c2c1=O (configuration not stated) | 101.0 | -0.2
Cc1cc(C)cc(NC(=O)CCc2nnc3n(C)c(=O)c4sccc4n23)c1 | 106.0 | 0.3
Cc1ccc(C(=O)c2c(N)c(-c3nc(-c4ccc5c(c4)OCO5)cs3)c3ccccn23)cc1C | 106.0 | -0.2
CCC(C(=O)N1CCN(S(C)(=O)=O)CC1)c1ccccc1 (configuration not stated) | 99.0 | -1.1
N#Cc1c(C(F)(F)F)cc(-c2ccccc2)nc1SCC1COc2ccccc2O1 (configuration not stated) | 99.0 | -0.7
Cc1nc2ccn(Cc3cccs3)c(=O)c2cc1C(=O)NCc1ccc(Br)cc1 | 99.0 | -1.3
CCN1CCN(C(=O)c2ccc3c(c2)N(Cc2ccc(Cl)cc2)C(=O)c2ccccc2S3=O)CC1 (configuration not stated) | 108.0 | 0.4
CCN(CC)C(=O)C1=C(C)Nc2nc3ccccc3n2C1c1ccccc1F (configuration not stated) | 112.0 | 1.6
O=C(Nc1ccccc1)c1ccc(CSc2nnc(-c3ccc4c(c3)OCO4)o2)cc1 | 102.0 | 0.1
O=C(Cc1ccc(Cl)c(Cl)c1)NCc1ccco1 | 103.0 | 0.3

Given as a markdown table: entries from further up
| molecule | Polio RdRp inh | Polio RdRp inh FP z-score |
| --- | --- | --- |
| CC(C)Nc1nnc(SCc2cc(=O)n3ccsc3n2)s1 | 95.0 | -1 |
| CCOc1ccc2nc(N3CCCC(C(=O)NC)C3)sc2c1 (configuration not stated) | 101.0 | -0.9 |
| CC1(C)C(C(=O)Nc2nccs2)C1(C)C | 100.0 | 0 |
| Cc1ccc(Nc2nc(N)nc(N)c2S(=O)(=O)c2ccccc2)cc1 | 108.0 | 0.9 |
| O=C(NCCSCc1ccc2nonc2c1)c1ccc(Cl)cc1Cl | 104.0 | 0.5 |
| CCC(C)NC(=O)c1ccc(CNS(=O)(=O)c2ccc3c(c2)C(C)(C)C(=O)N3C)cc1 (configuration not stated) | 112.0 | -0.4 |

(continued)
SMILES | Polio RdRp inh | Polio RdRp inh FP z-score
C[C@@H]1C(=O)O[C@H]2CC34[C@H]5C[C@@H](C(C)(C)C)C36[C@@H](OC(=O)[C@@H]6O)OC4(C(=O)O5)[C@]21O (some centres not stated) | 100.0 | 0.1
Cc1cc(-c2nc3n(n2)Cc2ccccc2-3)c(C)n1-c1ccccc1 | 100.0 | -0.1
O=c1[nH]c(C(F)(F)F)nc2ccccc12 | 96.0 | -0.8
O=C(CSc1nnc(Cc2ccccc2)o1)N1CCOCC1 | 100.0 | -0.2
CCOc1ccccc1NC(=O)C(=O)NCCc1sc(-c2cccc(F)c2)nc1C | 106.0 | 0
COc1ccc(NC(=O)CCCSc2nc(-c3ccco3)cc(C(F)(F)F)n2)cc1OC | 104.0 | 0
Cc1ccc(S(=O)(=O)NCCC(=O)NC2CCCCCC2)cc1C | 100.0 | -0.4
C=N[C@@H](C(=O)N[C@@H]1C(=O)N2[C@@H]1SC(C)(C)[C@@H]2C(=O)O)c1ccccc1 | 102.0 | 0.6
O=C(C(Sc1ccccc1)c1ccccc1)N1CCN(c2ncccn2)CC1 (configuration not stated) | 104.0 | 0.2
CCN1C(=O)c2ccccc2S(=O)c2ccc(C(=O)N3CCN(c4cc(Cl)ccc4C)CC3)cc21 (configuration not stated) | 104.0 | -0.2
CC(=O)Oc1ccc2c(=O)c(-c3ccccn3)coc2c1 | 103.0 | 0.3
CCOC(=O)c1c(C(C)(C)C)oc2ccc(OCc3ccc(C(=O)OC)cc3)cc12 | 100.0 | -0.4
CN1C/C(=C/c2ccco2)C(=O)/C(=C/c2ccco2)C1 | 103.0 | 0.2
CC(C)(C)C(=O)Nc1ccc2oc(=O)ccc2c1 | 99.0 | -0.5
CC1(C)CC(=O)c2cc(C#N)c(SCC(N)=O)nc2C1 | 102.0 | 0.5
CCN(CC)c1ccc(NC(=O)C(C)C)cc1 | 99.0 | -1.1
Oc1c(C(c2cccs2)N2CCCCC2)ccc2cccnc12 (configuration not stated) | 135.0 | 3.6
COc1ccc(NC(=O)CN2C(=O)CC(c3ccc(C)c(C)c3)=Nc3ccccc32)cc1OC | 105.0 | -0.3
O=C1NN=C(Cc2ccccc2)C1CCO (configuration not stated) | 101.0 | -0.3
COc1cc(OC)c(C2C=C(C(=O)O)Nc3ncnn32)cc1OC (configuration not stated) | 101.0 | -1.1
Cc1oc2c(C)c3oc(=O)c4c(c3cc2c1C)CCCC4 | 101.0 | -0.3
Cc1c(C(=O)N2CCN(C(=O)C3COc4ccccc4O3)CC2)sc2nc[nH]c(=O)c12 (configuration not stated) | 98.0 | -0.4
O=C1c2ccccc2C(=O)c2sccc21 | 102.0 | -0.1
O=c1[nH]c2ccccc2cc1CNc1ccc(Cl)cc1 | 102.0 | -0.3
COc1ccc(C(=O)Nc2cc3c(cc2C(=O)c2ccccc2Cl)OCCO3)cc1 | 100.0 | -0.7

(further entries)
SMILES | Polio RdRp inh | Polio RdRp inh FP z-score
CCCNS(=O)(=O)c1c(C(=O)OCC)c(C)n(C)c1C | 101.0 | 0.1
Cc1cccc(NC(=O)c2ccc(-n3nc(C)cc3C)cc2)c1 | 102.0 | 0.1
COc1cc(Br)c(C2CC(=O)Nc3cc4c(cc32)OCCO4)cc1OC (configuration not stated) | 109.0 | 0.9
COC(=O)c1ccccc1NS(=O)(=O)c1cc2c3c(c1)CC(=O)N3CCC2 | 113.0 | 1.2
COc1ccc(OCC(O)CNC(=O)c2c(-c3ccccc3)noc2C)cc1 (configuration not stated) | 97.0 | -1.3
CCC(C)(C)C1CCC(=NNC(=O)Cc2cccn2C)CC1 (configuration not stated) | 102.0 | -0.1
COC(=O)c1ccc2c(c1)nc(SCc1ccccc1Cl)n1c3ccccc3nc21 | 104.0 | 0.6
CCCCCn1c(=O)[nH]c2cc(C(=O)N3CCN(c4ccccc4)CC3)ccc2c1=O | 103.0 | -0.7
O=C(NC1CC1)c1cc(-c2cccnc2)nc2ccccc12 | 103.0 | 0.5
Cc1ccc(-c2noc(CN3C(C)CCCC3C)n2)cc1 (configuration not stated) | 103.0 | 0.3
O=C(Nc1ccccc1)Nc1ccccc1C(=O)NC1CCSC1 (configuration not stated) | 105.0 | 0.2
N#Cc1cccc(CSc2nc3ccc(C(F)(F)F)cc3[nH]2)c1 | 100.0 | -0.8
COc1ccc(CNC(=O)C(C)n2nnc(-c3ccc(OC)c(OC)c3)n2)cc1 (configuration not stated) | 103.0 | 0.1
O=S(=O)(NCc1ccc2[nH]c3c(c2c1)CCCC3)c1ccccc1 | 100.0 | -0.5
CCc1ccc(NC(=O)CCS(=O)(=O)c2cc3c(cc2Cl)NC(=O)CO3)cc1 | 109.0 | 0.7
CCCCn1c(=O)n(C)c(=O)c2c1nnn2CC(=O)N1CCCc2ccccc21 | 106.0 | 0.5
CCCn1c(N2CCN(CC(=O)NCc3cccs3)CC2)nc2ccccc21 | 100.0 | -0.3
CC(CC(=O)Nc1ccccc1)c1ccccc1 (configuration not stated) | 103.0 | 0.2
CCOC(=O)C1=C(CN(CC)Cc2ccccc2)NC(=O)NC1c1ccc(Cl)cc1 (configuration not stated) | 110.0 | 0.8
CNS(=O)(=O)c1ccc(NC(=S)Nc2ccc3c(c2)OCO3)cc1 | 101.0 | 0.5
O=C1CCCCC1Sc1ncnc2sccc12 (configuration not stated) | 104.0 | 0.2
COc1ccc(C(O)c2nc3ccccc3n2C(C)C)cc1 (configuration not stated) | 104.0 | 0.4
CCOC(=O)c1c(-c2cccs2)csc1NC=O | 103.0 | 0.2
CCc1ccccc1NC(=O)Cn1nc(CC)n2c(cc3sccc32)c1=O | 106.0 | 0
Cc1cccc2c1-c1sc(C(=O)NCCN3CCN(c4cccc(Cl)c4)CC3)cc1CO2 | 100.0 | -1.1
Cc1cccc(NS(=O)(=O)c2ccc3c(c2)CC(=O)N3)c1 | 103.0 | 1.3
Cc1cccc(N2CCN(C(=O)C3CCCN(C(=O)c4cc5sccc5n4C)C3)CC2C)c1 (configuration not stated) | 103.0 | 0.7
COc1ccc2c(c1)CC(C(=O)Nc1ccc(OC)cc1OC)CO2 (configuration not stated) | 112.0 | 1.3
O=c1[nH]nc(-c2cccs2)c2ccccc12 | 104.0 | 0
Cc1cc(/C=N/NC(=S)NCC2CCCO2)c(C)n1CC(C)C (configuration not stated) | 101.0 | -0.5

An excerpt; rates above refer to the full screens.
